# NCI-60 one-dose screen, 48 h, at 10 µM unless noted. Numbers give growth in % (100 = growth as untreated, 0 = no growth, -100 = all killed).
# HOP-62 = HOP-62 NSCLC. 3.9% of 80,000 active
# HOP-92 = HOP-92 NSCLC cells | 6.3% of 71,000 active | AID 1794738
# RPMI-8226 = RPMI-8226 leukemia cells; 7.5% of 77,000 active; AID 1794781
# CCRF-CEM = CCRF-CEM leukemia; 7% of 77,000 active
# EKVX = EKVX NSCLC. AID 1794765. 3% of 71,000 active
# SR = SR leukemia cells; AID 1794780; 8.7% of 73,000 active
# A549/ATCC = A549/ATCC NSCLC; 3.7% of 81,000 active; AID 1794740
# MOLT-4 = MOLT-4 leukemia cells. 6.9% of 80,000 active
# An asterisk follows results filed as active; nt = no result given; & = joins results of further samples; ! = a repeat was not active. The calls were made as follows: active = growth percent below 10; inactive = the rest.
no.	SMILES	HOP-62	HOP-92	RPMI-8226	CCRF-CEM	EKVX	SR	A549/ATCC	MOLT-4
1	CC(=O)Nc1ccc(S(=O)(=O)O)c2cccc(O)c12	94	89	95	95	112	97	92	98
2	CCc1c(-c2ccc(Cl)cc2)nc(N)nc1-c1nc(N)nc(-c2ccc(Cl)cc2)c1CC	94	105	110	102	92	nt	101	86
3	COc1ccc2nc3cc(Cl)ccc3c(N3CCN(c4ccnc(N5CCN(C)CC5)n4)CC3)c2c1	73	60	11	-28*	nt	-27*	83	-24*
4	O=S(=O)(Nc1cc(Br)c(O)c2ccccc12)c1ccc(F)cc1	103	47	27	11	109	12	102	-40*
5	O=C(Nc1ccc2c(ccn2C(=O)c2cccc(F)c2)c1)NC1CCCCC1	89	91	98	87	79	99	91	77
6	Nc1nc(=S)c2ncn(C3OC(COC(=O)c4ccccc4)C(OC(=O)c4ccccc4)C3OC(=O)c3ccccc3)c2[nH]1 (stereo not given)	104	97	54	nt	95	74	95	65
7	CSC(SC)C(SC)SC	105	81	110	105	97	94	102	104
8	C[C@]12CC[C@@H]3c4ccc(O)cc4CC[C@H]3[C@@H]1CC(=O)[C@@H]2O	103	95	100	nt	nt	87	105	102
9	c1ccc([P+](CCCc2n(Cc3ccc4ccccc4c3)c3ccccc3[n+]2Cc2ccc3ccccc3c2)(c2ccccc2)c2ccccc2)cc1	62	46	6.9*	43	59	31	80	58
10	O=C(/C(Cl)=N/O)c1ccc(O)c(O)c1	92	133	98	110	102	96	82	nt
11	O=C1OCCCCCCCCCC#Cc2ccccc21	100	nt	nt	nt	115	87	103	86
12	Cc1c(Cc2ccccc2)c(=O)oc2c(C)c(OCC(=O)n3nc(N)cc3N)ccc12	nt	86	88	97	96	82	90	99
13	N#CC1(NC2CCCCC2)CCN(Cc2ccccc2)CC1	98	96	105	101	91	95	95	102
14	CNC(=O)c1ccccc1Oc1nc(Nc2cc(OC)c(OC)c(OC)c2)ncc1Br	50	61	73	59	55	43	46	69
15	N#Cc1ccc(C2CC(n3ccnc3)c3cc(Br)cc(Br)c3N2)cc1 (stereo not given)	97	nt	89	64	76	78	88	78
16	COc1ccc(-c2nn(-c3cccc(Cl)c3)cc2-c2cc(-c3ccc(Br)cc3)no2)cc1	103	109	85	87	93	80	85	81
17	CCCC(=O)NCCc1ccc(OC)c(OC)c1	107	97	108	102	96	123	107	104
18	COc1ccccc1-[n+]1cc(-c2ccc(-c3ccc(S(C)(=O)=O)cc3)cc2)n2c1CCCCC2	100	83	39	84	99	57	94	86
19	CCOC(=O)c1sc2nc(-c3ccc([N+](=O)[O-])cc3)nc(N3CCOCC3)c2c1C	99	102	117	117	99	98	104	103
20	COc1cc(/C=C/C(=O)c2cccc(-n3cc(-c4ccccc4)[nH]c3=O)c2)ccc1O	129	45	-9.6*	nt	71	15	67	6.8*
21	COc1ccc(NC(=O)C(=O)NNC(=O)c2sc(NNC(C)=O)nc2C)c([N+](=O)[O-])c1	nt	92	93	87	102	96	80	97
22	O=[N+]([O-])c1ccc(/C=N\N=C\c2ccc([N+](=O)[O-])cc2)cc1	106	102	99	92	97	83	99	90
23	CNC(=O)C(=O)[C@H](Cc1ccccc1)NC(=O)c1[nH]c2ccccc2c(=O)c1C	109	105	nt	103	103	103	107	109
24	Cc1cccc(C(=O)NNC(=O)c2ccccc2)c1	113	108	97	91	104	110	106	109
25	FC(F)(F)c1ccccc1-c1cn2c(ccc3ccccc32)n1	60	80	99	79	88	42	80	107
26	COc1ccc(C2(c3ccccc3)c3ccccc3C(=O)c3ccccc32)cc1	91	75	108	103	90	95	73	97
27	Fc1ccc(-c2nnc(CNc3ccc(F)c(Cl)c3)o2)cc1	96	99	106	107	108	79	84	90
28	C=C(Cl)CNC	139	105	108	105	100	96	94	107
29	O=C1CCC(=O)N1c1ccccc1Cl	85	100	132	75	103	109	102	97
30	Cc1cc2nnc(Nc3ccccc3)n2c(SCc2ccccc2)n1	87	86	85	80	95	75	93	81
31	O=C1/C(=C/c2ccc(Cl)cc2)N=C2SCCCN12	101	91	92	95	nt	94	91	86
32	CCOC(=O)c1c(NCC(=O)Nc2ccccc2)sc(C(C)=O)c1C	95	86	111	108	76	100	100	108
33	COC1=C[C@@]23CCCN2CCc2cc4c(cc2[C@H]3[C@H]1OC(=O)C(C)(C)O)OCO4	99	nt	100	101	99	101	98	101
34	CCOC(=O)/N=[N+](\[O-])c1ccccc1	96	105	107	101	nt	102	95	96
35	O=C1/C(=C/c2ccc(OCc3cccc(Br)c3)cc2)Oc2cc(O)ccc21	100	139	107	103	108	88	105	105
36	CC1CN(CC(O)c2ccccc2)CC(C)O1 (stereo not given)	107	84	99	95	107	98	92	96
37	C/C(CCC(=O)O)=N/Nc1ccc([N+](=O)[O-])cc1	nt	75	52	18	63	41	54	37
38	COc1ccc2cc(C(=O)/C=C/N3CCOCC3)ccc2c1	89	55	64	64	86	73	90	59
39	CCc1ccc(Cn2c(=O)nc(NCCN=C(N)N)n(Cc3ccc(OC)cc3)c2=O)cc1	86	99	92	92	nt	nt	98	81
40	O=C(Nc1cccc(-n2cc(-c3ccncc3)c(-c3ccc(O)c(Cl)c3)n2)c1)Nc1cccc(C(F)(F)F)c1	-3.4*	nt	-29*	-0.8*	nt	-17*	-6.0*	-25*
41	CN/C=C/C(=O)c1nnn(-c2ccc(Cl)cc2)c1C	91	88	108	110	96	124	97	107
42	O=C(OC12CC3CC(CC(C3)C1)C2)c1ccc(NCc2cc(O)ccc2O)cc1	-56*	-37*	-36*	-24*	-68*	-19*	-22*	-20*
43	CCN(CC)CCN1CC(O)=C(c2nc(-c3ccc(Cl)cc3)cs2)C1=N	-53*	-44*	14	nt	83	-4.6*	47	1.2*
44	O=C(O)c1cc2ccccc2[nH]1	92	98	101	96	108	117	98	103
45	Cc1ccc(Cc2cnc(NC(=O)/C=C/c3ccc(C)o3)s2)cc1	54	60	27	28	50	16	36	38
46	CC(C)(C)c1ccc2c(c1)C(=O)N(NC(=O)c1ccc(S(N)(=O)=O)cc1)C2=O	98	108	106	107	105	103	101	109
47	Brc1ccc(-c2csc(N/N=C/c3ccc(-n4cncn4)cc3)n2)cc1	110	134	101	97	99	87	98	94
48	FC(F)(F)c1ccc(-c2nnc3c4[nH]ccc4ncn23)cc1	108	83	90	99	78	88	100	88
49	Cc1ccc(C(C)C)c(OC(=O)C(C)C)c1	86	85	nt	95	95	106	68	120
50	COc1ccc(C(=O)c2nc3ccccc3n2CC(=O)c2ccc(Cl)cc2)cc1	42	54	-17*	14	86	17	81	17

# Next results.
no.	SMILES	HOP-62	HOP-92	RPMI-8226	CCRF-CEM	EKVX	SR	A549/ATCC	MOLT-4
51	COc1cc2oc(-c3cccc(NC(=O)[C@@H](N)CC(C)C)c3)cc(=O)c2c(OC)c1OC	115	87	98	98	98	82	100	103
52	CCCCCCCCCCCCCCCCCCC1=C(O)C(=O)C=C(OC)C1=O	96	107	97	30	89	76	102	67
53	Cc1ccc(N=Nc2ccc(C)cc2)cc1	86	80	96	93	82	93	86	81
54	CCOC(=O)c1c(NC(=O)c2cc(Cl)nc(Cl)c2)sc2c1CCN(C(=O)OC(C)(C)C)C2	99	70	89	92	nt	81	100	95
55	Cc1nn(-c2ccccc2)c2nc(CN3CCN(c4cc5c(cc4F)c(=O)c(C(=O)O)cn5C4CC4)CC3)[nH]c(=O)c12	85	70	48	29	78	34	83	64
56	CCC(CCNC(=O)c1ccccc1)(CCNC(=O)c1ccccc1)[N+](=O)[O-]	nt	91	nt	96	107	92	91	88
57	COc1ccccc1NCCCCOc1cc(O)c2c(=O)cc(-c3ccccc3)oc2c1	92	104	103	102	94	92	87	94
58	COC(=O)c1sc(-c2ccn(C)n2)cc1N	100	102	101	99	91	86	93	94
59	CCCCCCCCCCCCCCNC(=O)Nc1ccc(Cl)c(Cl)c1	57	9.3*	73	64	32	95	78	103
60	O=C1CCc2ccccc2C1	96	nt	106	105	103	89	92	98
61	Cc1cccc(C)c1NS(=O)(=O)c1ccc(N)cc1	101	93	98	92	104	94	81	62
62	CCOC(=O)/C(C#N)=C(\CC)c1ccccc1	106	92	86	87	98	96	98	99
63	CC(=O)CC(C)C1CCC(C)CC1 (stereo not given)	87	80	96	93	96	92	104	92
64	CCOC(=O)C1=C(N)N(c2ccc(Cl)cc2)C2=C(C(=O)CC(C)(C)C2)C1c1ccccc1Cl (stereo not given)	81	72	25	61	70	nt	49	nt
65	NC1=NC(c2ccccc2)CC(=O)N1 (stereo not given)	106	97	67	83	111	109	101	115
66	CC(=O)c1ccc(C(C)(C)C)cc1	92	81	96	88	106	91	101	99
67	Cc1cc(NC(=O)c2ccc(N)cc2)ccc1N=Nc1ccc2c(O)c(N=Nc3ccc4cc(S(=O)(=O)O)ccc4c3)c(S(=O)(=O)O)cc2c1	126	130	107	96	103	101	97	105
68	CN1CCN(Cc2ccc(NC(=O)c3cncc(C#Cc4cnc5ccc(N)nn45)c3)cc2C(F)(F)F)CC1	-1.8*	-23*	25	12	37	5.2*	38	7.2*
69	CC(c1ccccc1)N1CSc2nc(-c3ccccc3)c(-c3ccccc3)n2C1 (stereo not given)	100	85	94	103	85	98	108	104
70	O=S1(=O)c2ccccc2N(c2ccccc2)c2nc(COc3ccc(-c4nc5ccccc5s4)cc3)nn21	73	97	89	65	82	27	96	72
71	CCCCCCCCOc1ccc(C(=O)c2ccccc2)c(O)c1	106	114	97	101	113	89	90	92
72	Cc1c2c(c(C)c3c1oc1cc(O)ccc13)C(=O)N(CCN1CCCCC1)C2=O	80	92	75	nt	101	nt	81	80
73	CC1(C)OC2C(=O)C=C(COCc3ccccc3)C2O1 (stereo not given)	97	96	90	101	84	nt	101	92
74	Cc1ccc(/C=C2\C(=O)N(C)c3ccc(S(=O)(=O)Nc4ccc(C(C)(C)C)cc4)cc32)s1	32	60	nt	66	54	nt	33	78
75	Nc1nc2cc(O)ccc2n2cc3c(F)cccc3c12	25	nt	54	58	25	11	23	4.0*

# As entered above.
# `CC(c1ccccc1)N1CSc2nc(-c3ccccc3)c(-c3ccccc3)n2C1` (stereo not given) in RPMI-8226 is listed with 94
# `CC(=O)CC(C)C1CCC(C)CC1` (stereo not given) in SR is listed with 92

# Additional records.
no.	SMILES	HOP-62	HOP-92	RPMI-8226	CCRF-CEM	EKVX	SR	A549/ATCC	MOLT-4
76	O=Cc1ccc(-c2cn3ccnc3c(-c3ccc4ncn(Cc5ccccc5)c4c3)n2)cc1	76	57	17	22	79	52	103	41
77	C/C=C(/C)n1cnc2c(Nc3ccccn3)nc(Cl)nc21	102	100	98	104	97	105	104	100
78	COc1ccc(-c2nc3sc(-c4ccc(Cl)cc4)cn3n2)cc1	40	22	45	69	47	51	-30*	83
79	COc1cc(Cl)c(Cl)cc1Cl	122	89	94	nt	101	nt	107	nt
80	COc1cc(N)cc(OC)c1OC	95	101	101	95	95	91	70	88
81	CC(=O)S[C@@H]1CC2=CC(=O)CC[C@]2(C)[C@H]2CC[C@@]3(C)[C@@H](CC[C@@]34CCC(=O)O4)C12 (stereo not given in full)	98	nt	88	98	96	109	100	110
82	C/C(=N\NC(=O)c1sc(=S)n(C)c1N)c1ccco1	101	103	103	85	107	78	106	82
83	COCCn1cc(-c2nc(-c3ccsc3)cs2)c2cc(Br)ccc21	nt	nt	nt	nt	79	61	85	80
84	O=c1n(CCCn2cnn(-c3ccccc3)c2=O)cnn1-c1ccccc1	89	96	94	95	98	nt	100	nt
85	c1ccc(N=C(Nc2ccccc2)Nc2ccccc2)cc1	95	96	99	96	89	96	97	95
86	Cc1nc2scc(-c3ccc(Cl)cc3)n2c(=O)c1CCN1CCOCC1	89	82	94	94	nt	81	100	78
87	COC(=O)CCC[C@@H](C)[C@H]1CC[C@H]2[C@@H]3CC[C@@H]4CNC(=O)CC[C@]4(C)[C@H]3CC[C@]12C	95	96	56	98	99	74	95	91
88	CCOC(=O)CCCN1C/C(=C\c2ccc(Cl)cc2)C(=O)c2ccccc21	82	79	93	96	97	nt	96	88
89	O=C1C=C(O)CC2(CCCCC2)C1	95	75	105	nt	nt	94	104	93
90	CC(C)CC(NC(=O)c1c(Cl)ccc(Cl)c1Cl)C(=O)O (stereo not given)	101	91	114	108	102	102	102	107
91	COc1ccc(C2=NOC(C(=O)N3CCCCC3)C2)cc1OC1CCCC1 (stereo not given)	104	86	104	107	84	103	91	127
92	CCCn1nc(C(=O)N2CCCCC2)c2c1CCC(Nc1ccc(Oc3cccnc3)cc1)C2 (stereo not given)	117	100	91	94	112	105	93	94
93	Clc1ccc(/C=C/c2ccc3ccccc3n2)cc1	94&95&45	85&67&43	5.4*!	8.0*!	66&59&58	59&29	97&92&26	76&42&31
94	C/C(=N\N=C\c1ccc(O)cc1)c1nnn(-c2ccc([N+](=O)[O-])cc2)c1C	112	114	96	100	106	80	97	106
95	Cc1cc(C)c(C(=O)c2ccccc2)c(C)c1	107	100	90	91	96	90	96	80
96	FC(F)(F)c1nc2ccccc2n1Cc1nnc(SCc2cn(-c3ccc(Cl)cc3Cl)nn2)o1	96	105	102	94	99	107	83	106

# From compound 1 to 3, as listed above:
no.	SMILES	HOP-62	HOP-92	RPMI-8226	CCRF-CEM	EKVX	SR	A549/ATCC	MOLT-4
1	CC(=O)Nc1ccc(S(=O)(=O)O)c2cccc(O)c12	94	89	95	95	112	97	92	98
2	CCc1c(-c2ccc(Cl)cc2)nc(N)nc1-c1nc(N)nc(-c2ccc(Cl)cc2)c1CC	94	105	110	102	92	nt	101	86
3	COc1ccc2nc3cc(Cl)ccc3c(N3CCN(c4ccnc(N5CCN(C)CC5)n4)CC3)c2c1	73	60	11	-28*	nt	-27*	83	-24*

# Complete entries from above:
# Profile of COCCn1cc(-c2nc(-c3ccsc3)cs2)c2cc(Br)ccc21 → HOP-62: nt; HOP-92: nt; RPMI-8226: nt; CCRF-CEM: nt; EKVX: 79; SR: 61; A549/ATCC: 85; MOLT-4: 80
# Profile of COc1ccc(-c2nc3sc(-c4ccc(Cl)cc4)cn3n2)cc1 → HOP-62: 40; HOP-92: 22; RPMI-8226: 45; CCRF-CEM: 69; EKVX: 47; SR: 51; A549/ATCC: -30*; MOLT-4: 83
